PNC assembly inh: inhibitors of perinucleolar compartment assembly. PC3M PTB-GFP, PNC prevalence imaging, 16 h; hits give low values. activity change (PNC), negative = inhibition, % at 10 µM. AID 2417. 140,000 compounds, 3.1% hits;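 active = readout at or below -70, meaning at least 70% loss of cells showing the perinucleolar compartment, a nuclear body marking cancer cells; inconclusive = readout between -30 and a set limit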;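 also: plate controls were DMSO wells for no effect and camptothecin positive control wells for full effect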
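Read-out is percentage of cells bearing a perinucleolar compartment, from automated 20x imaging of fixed, Hoechst-stained PC3M PTB-GFP cells. Cells were seeded 4 h, then exposed 16 h to compound (23 nl of library stock) in duplicate plates.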
IMPase cell inh: cell-permeable inhibitors of inositol monophosphatase (IMPase). CHO-M1 cells, IP1 accumulation, HTRF TR-FRET ratio. inhibition (IP1 accumulation), % at 46.1 µM. 120,000 tested, under 10 active. AID 901; active = well fitted curve in the direction sought with a large enough effect in the signal ratio, not every such curve was filed as active; inconclusive = small, poorly fitted or top-dose-only effect, or a change in a side signal; inactive = no such curve, though single readings can be large or run the other way; the % refers to the signal ratio;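 also: cells stimulated with carbachol in lithium chloride buffer; plate controls were DMSO basal wells for no effect and reference inhibitor wells for full effect; higher means more IMPase inhibition seen as more IP1 and lower FRET ratio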
Target sequence (P97697 whole entry, looked up): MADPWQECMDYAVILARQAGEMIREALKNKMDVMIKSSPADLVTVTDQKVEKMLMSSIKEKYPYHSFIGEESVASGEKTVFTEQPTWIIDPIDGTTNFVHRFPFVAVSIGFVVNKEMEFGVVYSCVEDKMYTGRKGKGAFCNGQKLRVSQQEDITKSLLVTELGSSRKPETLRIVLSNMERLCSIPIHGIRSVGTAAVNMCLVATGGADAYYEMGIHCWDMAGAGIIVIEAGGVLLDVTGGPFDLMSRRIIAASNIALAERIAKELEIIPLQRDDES
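The IP-One HTRF competitive assay in carbachol-stimulated CHO-M1 cells quantifies cellular IP1. Compounds spanned up to 46 uM final, and activity is expressed as AC50 from concentration-response fits of the ratio and donor data.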
15-hLO-2 inh: 15-hLO-2 (ALOX15B) enzyme inhibition. O15296. Potency, µM (highest dose often 57.1 µM), inactives show top-dose activity change, negative = inhibition, actives largely listed as inhibitors. purified 15hLO-2, xylenol orange hydroperoxide absorbance. 110,000 compounds, 0.56% hits; also: potency is read from the fitted curve at half-maximal effect; nearly all actives have a fitted effect of over 60% in size; many of its hits are not listed in these tables
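Purified human 15hLO-2 (50 nM) preincubated 15 min with compound, then 45 uM arachidonic acid for 90 min at RT in 25 mM Hepes pH 7.5, 0.01% Triton X-100. Hydroperoxide detected by Fe-xylenol orange; 573/405 nm absorbance ratio.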
ALOX12 inhib: blocks human 12-lipoxygenase activity; purified 12-hLO, xylenol orange hydroperoxide absorbance; AID 1452; 150,000 compounds, 0.12% hits; P18054; Potency, µM (highest dose often 57.1 µM), for the others: at the top dose activity change, negative = inhibition, hits mostly inhibitors; also: potency is read from the fitted curve at half-maximal effect; nearly all actives have a fitted effect of over 55% in size; many of its hits are not listed in these tables
Target sequence (P18054 whole entry, looked up): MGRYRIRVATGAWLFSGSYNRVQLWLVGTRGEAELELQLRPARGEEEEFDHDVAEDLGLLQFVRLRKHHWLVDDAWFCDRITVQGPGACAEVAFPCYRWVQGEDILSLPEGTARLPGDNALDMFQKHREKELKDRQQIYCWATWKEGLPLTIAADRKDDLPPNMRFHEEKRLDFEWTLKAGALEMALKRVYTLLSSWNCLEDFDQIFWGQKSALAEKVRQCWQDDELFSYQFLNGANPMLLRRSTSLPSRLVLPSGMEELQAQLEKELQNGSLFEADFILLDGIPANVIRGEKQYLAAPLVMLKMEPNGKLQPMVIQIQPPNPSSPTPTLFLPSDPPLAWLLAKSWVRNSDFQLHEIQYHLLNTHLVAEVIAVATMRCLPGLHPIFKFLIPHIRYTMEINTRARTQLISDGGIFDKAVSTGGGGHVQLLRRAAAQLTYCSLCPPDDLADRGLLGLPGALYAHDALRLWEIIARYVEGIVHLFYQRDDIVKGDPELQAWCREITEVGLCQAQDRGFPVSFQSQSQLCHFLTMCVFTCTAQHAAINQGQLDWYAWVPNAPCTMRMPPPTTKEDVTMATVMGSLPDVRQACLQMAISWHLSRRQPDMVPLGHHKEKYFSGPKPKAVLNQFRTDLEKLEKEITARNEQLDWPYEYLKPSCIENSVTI
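Hydroperoxide formation by human 12-lipoxygenase from 40 uM arachidonic acid was followed colorimetrically via ferric-xylenol orange complex, using the 573/405 nm absorbance ratio. Enzyme concentration was 150 nM, with 30 min reaction at room temperature.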
* marks the source's active call; other numbers are inactive results; ? = inconclusive; . = no result given; & = joins results of further samples; [ ] = remark or other dose. Unless noted, calls follow the shape of the dose curve; as a rule, active = well fitted curve in the direction sought with a large enough effect; inconclusive = small, poorly fitted or top-dose-only effect, or another doubt; inactive = no such curve, though single readings can be large; an effect the other way counts as inactive or inconclusive. Unless noted, % is scaled to controls: 0 for no effect and ±100 for the full control effect. These rows are one share of the data (hit frequency here may not be typical).

SMILES	PNC assembly inh	IMPase cell inh	15-hLO-2 inh	ALOX12 inhib
Cc1[nH]c(=O)[nH]c(=O)c1/C=N/NC(=O)[C@@H](NC(=O)OC(C)(C)C)C(C)C	-6	?	2%	-5%
Cc1ccccc1CN(C)CC(=O)Nc1ccccc1-c1ccccc1	?	2	.	-3%
O=C(CCC1COc2ccccc2O1)Nc1ncccc1O (centres undefined)	?	1	-3%	0%
CCOc1ccc(C2=NNC(c3cccs3)=Nc3ccc(OC)cc32)cc1OCC	-100*	-5	.	-6%
N#CCSc1nnc(-c2sc3ccccc3c2Cl)o1	-1	.	.	1%
Cc1cc(N2CCOCC2)n2nc(-c3cccc(F)c3)cc2n1	32	3	.	4%
CC1(C)CC(=O)C=C(Nc2ccc(Br)cn2)C1	25	5	4%	9%
COc1ccc(O)c(C(=O)c2cc(C#N)c(=O)n(CCN3CCOCC3)c2)c1	52	2	-1%	-4%
Cc1c(/C=N/N=C2\CCC3C4CCc5cc(O)ccc5C4CCC23C)cnn1C (centres undefined)	-28	3	-8%	-5%
COc1ccc(C2(CNC(C)=O)CCCC2)cc1OC	32	-1	-3%	-8%
COc1ccc(-c2nnc(SCC(=O)c3cccs3)n2-c2ccc(Cl)cc2)cc1	?	.	.	-1%
O=C(Cn1nc(Cc2cccnc2)c2ccccc2c1=O)NCc1ccc2c(c1)OCO2	10	2	4%	-8%
COC(=O)c1c(C)[nH]c(C(=O)/C=C/c2cccc(Cl)c2)c1C	?	6	.	-5%
CCn1c(SCC(=O)OC)nnc1C1CCCCC1	52	-4	3%	-1%
Nc1nc(CN2CCN(c3cccc(Cl)c3)CC2)nc(N2CCCc3ccccc32)n1	?	0	32%[activator]	8%
O=C(c1cc(-c2ccccc2)on1)N1CCN(Cc2ccc3c(c2)OCO3)CC1	37	10	25%	-8%
CCOC(=O)C1=C(C)N(c2ccccc2)C(=O)C1	?	4	.	0%
Cc1ccc(CNc2ccc(N3C(=O)CCCC3=O)cc2[N+](=O)[O-])cc1	2	.	.	-6%
COC(=O)c1c(NC(=O)CSc2nc3nc(C)cc(C)n3n2)sc(C)c1C	23	.	.	-1%
CCOC(=O)c1cc(-c2ccc(C)cc2)n(CCC(=O)NCCCOC)c1C	-18	-1	5%	2%
c1cncc(-c2nc(-c3ccc4c(c3)OCO4)cs2)c1	27	-4	1%	-14%
CCOc1ccc(-n2nc3c(Cl)nnc(C)c3c2C)cc1	?	.	.	-1%
O=C(NCC1(N2CCOCC2)CCCCC1)c1ccc(Cl)c(S(=O)(=O)NCc2ccco2)c1	-25	0	3%	-1%
Cc1cc(=O)[nH]c(N/N=C/c2ccc(OC(=O)c3ccco3)cc2)n1	-5	.	.	1%
CCOC(=O)C1=C(C)N(C)C(=S)NC1c1ccccc1 (centres undefined)	-21	-10	.	?
CCOc1ccc(/C(O)=C2/C(=O)C(=O)N(c3nc(C)c(C)s3)C2c2ccco2)cc1 (centres undefined)	5	?	-4%	-1%
O=C(N/N=C/c1cc(Cl)ccc1O)C(=O)Nc1ccccc1OC(F)(F)C(F)F	-90*	.	.	-6%
Cc1ccc(C)c(NC(=S)NNC(=O)c2cc3c(s2)CCC(C)C3)c1 (centres undefined)	-5	-7	.	-6%
COc1cccc(OCCOc2c(OC)cccc2OC)c1	-17	-2	-18%	1%
COc1ccc(-c2cc3nc(C)cc(C)n3n2)cc1	-29	0	3%	1%
Cc1ccc(C)c(-n2c(CNC(=O)c3ccco3)nnc2SCC(=O)Nc2nccs2)c1	12	1	-1%	-2%
O=C1c2oc3ccc(F)cc3c(=O)c2C(c2cccc(O)c2)N1CCCN1CCOCC1 (centres undefined)	40	.	.	-3%
COc1cc2oc(=O)cc(-c3cccc(-c4ccc(C(F)(F)F)cc4)c3)c2c(OC)c1OC	.	.	-1%[0.0915 µM]	-2%[0.00818 µM]
O=C(COC(=O)c1ccco1)c1ccc2ccccc2c1	?	-4	-10%	-1%
C=CCc1ccc(OCCOCCNCCCC)c(OC)c1	-16	10	-7%	0%
Cc1noc(NS(=O)(=O)c2ccc(N3Cc4ccccc4C3=O)cc2)c1C	67	6	11%	2%
CCCCCCCCCCCCCCCCCCc1ccc(C(=O)/C=C\C(=O)O)cc1	.	6	4%	-6%
Cc1ccc(N(Cc2ccccc2F)S(C)(=O)=O)cc1C	23	10	-4%	4%
CCc1ccc(/C=C2/C(=O)N(c3ccccc3)C(=S)N2CC(=O)OC)s1	?	-21	.	-4%
COC(=O)Cc1csc(N)n1	39&45	-6&-10	1%[2.29 µM]	0%&-2%

In a second layout: four of the compounds above
Value order: PNC assembly inh | IMPase cell inh | 15-hLO-2 inh | ALOX12 inhib
- C=CCc1ccc(OCCOCCNCCCC)c(OC)c1
    -16 | 10 | -7% | 0%
- Cc1noc(NS(=O)(=O)c2ccc(N3Cc4ccccc4C3=O)cc2)c1C
    67 | 6 | 11% | 2%
- CCCCCCCCCCCCCCCCCCc1ccc(C(=O)/C=C\C(=O)O)cc1
    . | 6 | 4% | -6%
- Cc1ccc(N(Cc2ccccc2F)S(C)(=O)=O)cc1C
    23 | 10 | -4% | 4%

(cont.)
SMILES	PNC assembly inh	IMPase cell inh	15-hLO-2 inh	ALOX12 inhib
COc1ccccc1N=Cc1nc(-c2ccccc2)oc1OC(C)=O	?	6	.	-5%
O=C(c1ccc([N+](=O)[O-])cc1)n1nc(-c2ccccc2)nc1NCc1ccccc1	-21	-1	-14%	-7%
CC(CCc1ccccc1)NC(=O)C1CCN(S(=O)(=O)c2cnc[nH]2)CC1 (centres undefined)	10	1	5%	-2%
CC(O)CNc1nc2sc3c(c2c(=O)n1CCc1ccccc1)CCCCC3 (centres undefined)	25	7	.	-1%
COc1cccc(C(=O)Nc2ccc3nc(N4CCN(c5ncccn5)CC4)cc(C)c3c2)c1OC	-21	12	.	3%
O=C1O[C@@H]([C@H](O)[C@H](O)[C@H](O)CO)[C@@H](O)[C@@H]1O	.	.	-2%[11.4 µM]	5%[11.4 µM]
COC(=O)c1[nH]c2c(c1C)C(=O)CCC2	19	3	1%	0%
CC1CCN(Cc2csc(N)n2)CC1	?	3	4%	3%
C/C(=N/NC(N)=S)c1ccccc1[N+](=O)[O-]	34	?	-4%	2%
CN(C(=O)CSc1nnc(N)s1)c1c(N)n(Cc2ccccc2)c(=O)[nH]c1=O	7	4	-16%	1%
Cc1ccccc1Oc1ccc(Oc2ccccc2C)nn1	?	9	-5%	-1%
CC(C)COC(=O)/C(C#N)=C/c1c[nH]c2ccccc12	?	4	.	1%
c1ccc2[nH]c(NCCN3CCOCC3)nc2c1	-2	?	16%	-1%
O=c1c2ccccc2c2c(O)nc(-c3ccccc3)n2n1Cc1ccccc1	1	1	-9%	-2%
COC(=O)N1CC=CC1(C)C(=O)O (centres undefined)	.	.	0%	-2%
CS(=O)(=O)N(CC(=O)O)c1ccc2c(c1)OCO2	35	-6[1.84 µM]	5%[11.4 µM]	0%
COc1ccc(C(=O)Nc2cccnc2)cc1S(=O)(=O)N1CCOCC1	18	-11	3%	-2%
COC(=O)C1=C(C)NC(=O)CC1c1cc2c(cc1Br)OCO2 (centres undefined)	-11	0	-6%	-10%
COc1ccc(C=C(c2ccc(OC)cc2)c2ccc(OC)cc2)cc1	-10	0	10%	-7%
CCOC(=O)c1sc(/N=C/Nc2nc(C)c(C(=O)OCC)s2)nc1C	25	3	-2%	-3%
Nc1nc(CN2CCc3ccccc3C2)nc(Nc2ccccc2)n1	?	11	46%[activator]	1%
COc1ccc2nc(COC(=O)c3ccco3)c(C(C)=O)[n+]([O-])c2c1	44	2	5%	-10%
O=C(CSc1nnc(SCc2ccccc2)s1)N/N=C/c1ccc(Cl)cc1Cl	?	.	.	1%
Cc1ccccc1NC(=O)NCc1ccco1	23	0	17%	0%
O=C(Nc1cccc(Cl)c1)N1CCN(C/C=C/c2ccccc2)CC1	60	8	35%[activator]	-12%
CCN(CC)C(=O)CCc1nc2sc3c(c2c(=O)[nH]1)CCCC3	31	5	-4%	-3%
CNc1oc(-c2ccccc2Cl)nc1P(=O)(c1ccccc1)c1ccccc1	?	.	.	-1%
Cc1ccc(NC(=O)Nc2cccs2)c(Cl)c1	?	9	-19%	?
CCOC(=O)c1sc(NC(=O)c2ccc(S(=O)(=O)N3CCCCCC3)cc2)nc1-c1ccccc1	-6	6	.	4%
COc1ccc(CN2C(=O)CC(Cc3ccc(C)cc3)C2=O)cc1OC (centres undefined)	?	-6	.	-3%
N=c1cc(C2(O)CCCCC2)n2c(nc3ccccc32)s1	?	0	?	0%
C=CCNC(=O)c1scc2c1CCCC2	?	8	5%	0%
Cc1cc(C(=O)C(=O)N(C)C)c(C)n1-c1ccc([N+](=O)[O-])cc1	6	9	-1%	0%
O=C(CN1C(=O)C2C3C=CC(C3)C2C1=O)N1CC=C(c2ccccc2)CC1 (centres undefined)	64	1	-3%	1%
CCCCSc1nc(O)c(C2OC(=O)c3c2ccc(OC)c3OC)c(=O)n1-c1ccccc1 (centres undefined)	-22	5	-9%	-9%
Cc1c(N(C)C(=O)c2ccco2)c(=O)n(-c2ccccc2)n1C	27	6	3%	-2%
COC(=O)c1c(NC(=O)c2nn(C)cc2Cl)sc2c1CCCC2	-92*	-2[0.0738 µM]	.	2%
O=C(N/N=C1/CCSC1)c1cccc([N+](=O)[O-])c1	2	.	.	0%
O=S(=O)(c1ccccc1)N1CCSC1c1ccco1 (centres undefined)	22	10	-6%	-1%
COc1cc(SC)ccc1C(=O)NCc1ccc(C)cc1	89	-3	5%	-13%
Cc1ccc(OC(=O)CCC(=O)N2CCc3ccccc32)cc1	-4	3	-6%	-8%
Cc1ccc(C(=O)Nc2cc(C(C)C)c(O)c(C(C)C)c2)cc1	37	.	.	-4%
Cc1ccc(/C=N/Nc2ccc(Cl)c(C(=O)O)c2)s1	?	.	.	3%
O=C(c1cccc(F)c1)N1CCC2(CC1)CCN(c1cccc(-c3ccccc3)c1)CC2	.	.	0%	-3%
O=C1CNC(=O)/C1=C/c1ccc(O)cc1	121	0	-5%	-2%
COc1ccc(N(CC(=O)Nc2cc(C)ccc2C)S(=O)(=O)c2c(C)nn(C)c2C)cc1	?	-3	.	-8%
O=C(CCC(=O)c1ccc(Oc2ccccc2)cc1)Nc1cccc(Cl)c1	-6	-14	.	-3%
CN(c1ccccc1)S(=O)(=O)c1cccc(NC(=O)CSc2ncc(C(F)(F)F)cc2Cl)c1	?	.	.	-3%
CC(=O)N1c2ccccc2NC2=C(C(=O)CCC2)C1c1ccc(F)cc1 (centres undefined)	?	2	6%	-1%
CC1=N[C@@](C)(COC(=O)[C@]2(C)N[C@](C)(CO)CO2)COC1=O	.	.	-1%[11.4 µM]	3%[11.4 µM]
COC(=O)Oc1cncc(C(=O)O)c1	14	1	15%	4%
COc1ccc(C2=Nn3c(nnc3-c3ccc(OC)cc3)SC2)cc1	?	6	-7%	-21%
C=CCn1c2ccccc2c2nnc(SC(CC)C(=O)Nc3sc4c(c3C#N)CCCC4)nc21 (centres undefined)	?	5	-5%	3%
Cc1nnn(-c2nonc2N)c1C(=O)N/N=C/c1cccc2ccccc12	-13	-5	.	-1%
CCOC(=O)/C(C#N)=N\Nc1ccc(S(=O)(=O)Nc2nc(C)cc(C)n2)cc1	2	.	.	-2%
O=S(=O)(/C=C/c1ccccc1)Nc1ccc(N2CCOCC2)cc1	-2	8	-11%	-7%
N#Cc1c2n(cnc1=O)CCCCC2	15	3	16%	-7%
CC1CN(c2nn3c(=O)c4ccccc4nc3c3ccccc23)CC(C)O1 (centres undefined)	10	-11	-2%	2%

Filtered by structure: those above with a CF3 group.
SMILES	PNC assembly inh	IMPase cell inh	15-hLO-2 inh	ALOX12 inhib
COc1cc2oc(=O)cc(-c3cccc(-c4ccc(C(F)(F)F)cc4)c3)c2c(OC)c1OC	.	.	-1%[0.0915 µM]	-2%[0.00818 µM]
CN(c1ccccc1)S(=O)(=O)c1cccc(NC(=O)CSc2ncc(C(F)(F)F)cc2Cl)c1	?	.	.	-3%

Assay outcomes deposited in PubChem by National Center for Advancing Translational Sciences (NCATS).
